Screening results as filed in PubChem BioAssay.
HSF1 inh = HSF1 inhibition; NIH3T3-HGL HSE-luciferase, MG132-induced, luminescence 8 h; active compounds read low; activity change, negative = inhibition, % at 7.5 µM (by protocol); hit rate 0.77% among 300,000;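 active = more than half of replicate wells show activity change below -50%, luminescence cut by over half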;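 also: luciferase reports HSF-1 transcriptional activity via heat shock element; 0% = median of DMSO wells and -100% = zero luminescence signal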
HSP90 inh = blocks HSP90-mediated luciferase refolding in reticulocyte lysate. Rabbit reticulocyte lysate, luciferase refolding luminescence, 3 h. inhibition, % at 5.6 µM. hit rate 0.91% among 290,000;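 active = inhibition above the screen-wide mean plus 3 SD, computed separately per campaign, cut at about 16% in these data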;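 also: 0% = DMSO wells and 100% = 60 µM geldanamycin wells; inhibitors lower the luminescence because luciferase stays unfolded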
AI-2 QS mod = Vibrio harveyi AI-2 quorum sensing modulation | Vibrio harveyi JMH597 AI-2 luminescence/OD600 ratio, 9 h; active compounds read low; strain lacks LuxN and CqsS sensors; 0 = neutral-control median | activity change, % at 7.5 µM | hit rate 0.4% among 300,000 | AID 2094; in the data active = activity change below about -75%, passing the limit was not always enough;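 also: luminescence divided by OD600 gain over 9 h not by final OD600 alone; inactives centre near 13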
aSyn 5UTR inh = MLPCN primary screen, SNCA 5' untranslated region; inhibition, % (tested at 7.5 µM); hit rate 0.82% among 300,000; alpha-synuclein 5'UTR reporter, inhibitor activity; in the data active = inhibition above about 60%;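 also: H4 neuroglioblastoma cells stably carrying SNCA 5'UTR luciferase fusion; 0% = DMSO wells and 100% = positive control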
IEC-6 cytotox = counter-screen for KLF5 inhibitors: cytotoxicity in IEC-6 cells. IEC-6 cytotoxicity, luminescence viability. inhibition, % at 5 µM. hit rate 0.78% among 290,000; in the data active = inhibition above about 22%;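 also: 0% = plate median of test compound wells and 100% = cytotoxic reference compound wells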
GSK3B inh = human GSK3beta kinase inhibition. P49841. GST-GSK3beta kinase, ADP-Glo luminescence, 60 min; active compounds read low. activity score (negative = inhibition), % at 10 µM. hit rate 0.038% among 300,000;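 active = more than half of replicate wells score below -50%, meaning over 50% inhibition versus plate controls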;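 also: 0% = median DMSO wells and -100% = median GW8510 positive control wells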
Target sequence (P49841 whole entry, looked up): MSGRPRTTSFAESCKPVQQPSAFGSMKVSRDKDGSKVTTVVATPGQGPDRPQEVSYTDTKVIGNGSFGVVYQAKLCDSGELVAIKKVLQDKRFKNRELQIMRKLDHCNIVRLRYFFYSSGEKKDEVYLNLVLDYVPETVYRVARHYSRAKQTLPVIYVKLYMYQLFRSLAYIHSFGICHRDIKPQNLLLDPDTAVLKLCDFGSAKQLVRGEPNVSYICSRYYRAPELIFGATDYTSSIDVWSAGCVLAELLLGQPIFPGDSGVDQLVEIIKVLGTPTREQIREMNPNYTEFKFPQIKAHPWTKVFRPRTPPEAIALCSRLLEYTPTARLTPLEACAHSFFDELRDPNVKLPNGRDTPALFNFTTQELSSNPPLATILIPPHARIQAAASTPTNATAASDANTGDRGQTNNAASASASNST
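Test system – GST-tagged human GSK3beta kinase, cell-free · Incubation – 60 min enzyme reaction, room temperature · Signal – ADP-Glo luminescence · Also added – peptide substrate and ATP at 25 µM · Controls – DMSO neutral wells and GW8510 at 20 µM as positive · Buffer or medium – Tris/MgCl2 kinase buffer · Measure – Luminescence-derived activity versus plate DMSO and GW8510 wells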
KLF5 inhibitor = kruppel-like factor 5 inhibition; DLD-1 KLF5 promoter-luciferase reporter, luminescence; inhibition, % at 5 µM; hit rate 0.23% among 290,000;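 active = inhibition above a per-plate limit of that plate's mean compound inhibition plus 3 SD, cut at about 60% in these data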;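 also: 0% = DMSO wells and 100% = LY294002 at 200 µM; higher means less KLF5 promoter-driven luciferase light; inactives centre near -14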
HSF1 activator = increases HSF-1 driven luciferase reporter signal; hit rate 1.7% among 300,000; activation, % at 9 µM; AID 504408; NIH3T3-HGL HSF-1 luciferase reporter, MG132, 8 h; 100% = twice DMSO control signal;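 active = mean replicate activation of at least 50% with a set share of replicates each reaching 50%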;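 also: 0% = median of the neutral control wells and 100% = twice that signal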
HIF act = HIF pathway transcriptional activation. hit rate 0.32% among 300,000. U2OS HRE-luciferase reporter, luminescence; normalized: DMSO 0%, desferrioxamine 100%. activation, % at 7.5 µM (by protocol);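 active = mean activation of at least 10% of the iron chelator positive control signal, with at least half of replicates also reaching 10%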
GSK3A inh = human GSK-3 alpha kinase inhibition | P49840 | ADP-Glo luminescence, 60 min | inhibition, % at 10 µM | hit rate 0.1% among 320,000;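 in the data active = inhibition above about 50%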;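 also: GST-tagged GSK-3 alpha with peptide substrate and 25 µM ATP; 0% = DMSO neutral wells and 100% = GW8510 positive control wells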
Target sequence (P49840 whole entry, looked up): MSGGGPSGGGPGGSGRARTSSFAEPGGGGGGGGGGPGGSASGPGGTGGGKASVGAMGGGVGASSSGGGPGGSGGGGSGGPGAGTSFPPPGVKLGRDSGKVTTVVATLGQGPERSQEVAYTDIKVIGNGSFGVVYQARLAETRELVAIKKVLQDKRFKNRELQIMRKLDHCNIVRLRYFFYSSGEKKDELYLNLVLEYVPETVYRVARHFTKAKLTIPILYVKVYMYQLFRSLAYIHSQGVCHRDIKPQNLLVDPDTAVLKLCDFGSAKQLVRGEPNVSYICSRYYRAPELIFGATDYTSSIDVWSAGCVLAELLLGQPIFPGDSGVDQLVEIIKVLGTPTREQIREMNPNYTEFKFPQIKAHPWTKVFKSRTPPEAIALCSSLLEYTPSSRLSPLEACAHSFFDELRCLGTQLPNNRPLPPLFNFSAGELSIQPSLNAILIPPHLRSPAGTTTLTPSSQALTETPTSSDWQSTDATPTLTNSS
* marks the source's active call; other numbers are inactive results; · = no result given.

canonical_smiles	HSF1 inh	HSP90 inh	AI-2 QS mod	aSyn 5UTR inh	IEC-6 cytotox	GSK3B inh	KLF5 inhibitor	HSF1 activator	HIF act	GSK3A inh
COC(=O)C1=C(N)Oc2cc(C)n(C)c(=O)c2C1c1ccc(Cl)cc1 (stereo unspecified)	1	-2	9	-16	-6	-1	13	5	-0.5	-1
CCN(CC)CCN(C(=O)c1ccc2ccccc2c1)c1nc2ccc(OC)cc2s1	1	-9	25	-1	-9	0	-19	9	0.3	-1
Cc1ccc(NC(=O)CSc2nncn2-c2ccccn2)cc1Cl	-6	-2	33	16	4	3	-4	3	-0.1	-2
CC1CN(Cc2ccccc2)c2nc3c(c(=O)[nH]c(=O)n3C)n2C1 (stereo unspecified)	1	-5	17	28	-2	-2	-10	21	0.5	-3
Cc1ccc(CN2CC(C(=O)Nc3ccccc3N3CCCC3)CC2=O)cc1 (stereo unspecified)	1	·	32	-1	·	0	·	20	-0.2	-1
Cc1ccc(C2=NN3C(C2)c2ccccc2OC32C(=O)Nc3ccccc32)cc1 (stereo unspecified)	17	-4	23	-148	6	4	-111	26	3.1	2
CC(Oc1ccc([N+](=O)[O-])cc1)C(=O)NCC1CCCO1 (stereo unspecified)	-1	-4	18	10	-1	3	-13	4	0.3	-1
CCNC(=O)CC1C(=O)N(c2ccc(F)cc2)C(=O)N1Cc1ccc(OC)cc1 (stereo unspecified)	1	0	-58	-2	-10	1	-46	15	0.5	-2
COc1ccc(/C(N)=N/OC(=O)Cc2ccc(C)cc2)cc1OC	6	4	-22	15	6	-1	-41	29	0.1	0
CC1(OC(=O)CCc2ccccc2)C(=O)C=C2C=C(c3ccc(C#N)cc3)N(C3CCCCC3)C=C2C1=O (stereo unspecified)	-3	·	46	4	·	1	·	0	-0.4	1
COC(=O)c1ccc(C(=O)OC)c(NC(=S)N2CCN(C(=O)C3CCCO3)CC2)c1 (stereo unspecified)	-28	-4	7	-1	-8	-2	-17	-46	-0.1	-6
COc1ccc(C(=O)NNC(=O)c2cccc(F)c2)cc1	1	1	16	-82	-3	2	-18	10	2.1	3
COc1cc(C)c(C)cc1S(=O)(=O)N1CCN(Cc2ccc3c(c2)OCO3)CC1	2	6	17	11	4	4	-3	6	-0.4	-4
CCCCN(C)C(=O)C1CCN(c2ccc(S(=O)(=O)N3CCOCC3)cc2[N+](=O)[O-])CC1	-5	·	24	9	·	-2	·	-6	-0.5	0
Cc1cc(NC(=O)CC(C)(C)C)nc2c1c(=O)oc1ccccc12	-1	0	10	-36	-9	-6	-29	10	0.0	6
O=C(Cn1nnc(-c2ccc(S(=O)(=O)N3CCCC3)cc2)n1)Nc1ccccc1-n1cccc1	-5	0	27	6	1	4	-30	7	-0.5	0
CC(=O)/C(=N/Nc1ccc(Br)cc1)Sc1cccc2cccnc12	30	0	30	15	-7	-2	-16	67*	0.3	0
CCN1CCN(S(=O)(=O)c2ccc(Cl)c(C(=O)NCc3ccco3)c2)CC1	-5	·	9	-5	·	3	·	5	-30	-3
COc1ccccc1-n1cnc2cc(C(=O)NCCCN3CCOCC3)ccc21	-4	0	18	1	4	4	24	18	0.0	·
COc1cc(C(=O)OCC(=O)N2CCC(Cc3ccccc3)CC2)cc(OC)c1OC	2	·	16	15	·	2	·	-7	0.1	-3
COC(=O)c1ccc(CNC(=O)C23CC4CC(CC(C4)C2)C3)cc1	3	3	30	1	8	-1	-10	-14	-0.2	-3
CC1(C)CC(=O)C=C(Nc2ccccc2F)C1	4	4	3	9	1	2	11	-21	-0.5	-1
COC(=O)c1cc(NS(=O)(=O)c2ccc(N3CCCCCC3)c([N+](=O)[O-])c2)cc(C(=O)OC)c1	-10	2	11	22	3	-23	3	8	-0.4	·
COC(=O)CN1C(=O)[C@H]2[C@@H](c3ccc(C)o3)N3C(=O)CN(CC4CC4)C(=O)[C@@]3(C)[C@H]2C1=O	-10	-7	9	15	0	2	-11	-12	0.5	-3
COc1cc(C2NC(=O)NC(C)=C2C(=O)OC2CCCC(C)C2)ccc1O (stereo unspecified)	-1	0	12	32	1	2	4	12	·	2
CNC(=O)c1cccc(NC(=O)CCCNC(=O)c2ccc(Cl)cc2)c1	-4	-3	·	9	-4	·	2	-10	-1.3	1
COc1ccccc1NC(=O)CN(C)S(=O)(=O)c1cccc2cccnc12	-3	2	5	8	2	3	1	-14	29*	-1
Cc1[nH]c2ccc(C(=O)NCCCN3CCCC3)cc2c1C	2	-7	15	13	-13	-1	-20	2	0.7	0
CCC(=O)Nc1ccc(N2CCN(C(=O)c3cccs3)CC2)cc1	-6	-4	5	15	-2	-5	11	-2	0.0	-3
CCN(Cc1ccccc1)C(c1ccncc1)c1nnnn1C(C)(C)C (stereo unspecified)	1	0	31	-18	3	0	-6	-2	-0.1	-2
COCCCNC(=S)NCCCNc1nc2cc3c(cc2cc1C#N)OCO3	5	1	15	27	0	-4	0	-9	-0.1	5
COC(=O)N1CN(C(=O)OC)CN(C(=O)OC)C1	-1	-4	15	-13	-13	5	-32	-10	0.1	-5

Nine neighbouring entries already listed:
canonical_smiles	HSF1 inh	HSP90 inh	AI-2 QS mod	aSyn 5UTR inh	IEC-6 cytotox	GSK3B inh	KLF5 inhibitor	HSF1 activator	HIF act	GSK3A inh
Cc1ccc(CN2CC(C(=O)Nc3ccccc3N3CCCC3)CC2=O)cc1 (stereo unspecified)	1	·	32	-1	·	0	·	20	-0.2	-1
Cc1ccc(C2=NN3C(C2)c2ccccc2OC32C(=O)Nc3ccccc32)cc1 (stereo unspecified)	17	-4	23	-148	6	4	-111	26	3.1	2
CC(Oc1ccc([N+](=O)[O-])cc1)C(=O)NCC1CCCO1 (stereo unspecified)	-1	-4	18	10	-1	3	-13	4	0.3	-1
CCNC(=O)CC1C(=O)N(c2ccc(F)cc2)C(=O)N1Cc1ccc(OC)cc1 (stereo unspecified)	1	0	-58	-2	-10	1	-46	15	0.5	-2
COc1ccc(/C(N)=N/OC(=O)Cc2ccc(C)cc2)cc1OC	6	4	-22	15	6	-1	-41	29	0.1	0
CC1(OC(=O)CCc2ccccc2)C(=O)C=C2C=C(c3ccc(C#N)cc3)N(C3CCCCC3)C=C2C1=O (stereo unspecified)	-3	·	46	4	·	1	·	0	-0.4	1
COC(=O)c1ccc(C(=O)OC)c(NC(=S)N2CCN(C(=O)C3CCCO3)CC2)c1 (stereo unspecified)	-28	-4	7	-1	-8	-2	-17	-46	-0.1	-6
COc1ccc(C(=O)NNC(=O)c2cccc(F)c2)cc1	1	1	16	-82	-3	2	-18	10	2.1	3
COc1cc(C)c(C)cc1S(=O)(=O)N1CCN(Cc2ccc3c(c2)OCO3)CC1	2	6	17	11	4	4	-3	6	-0.4	-4

Additional entries:
canonical_smiles	HSF1 inh	HSP90 inh	AI-2 QS mod	aSyn 5UTR inh	IEC-6 cytotox	GSK3B inh	KLF5 inhibitor	HSF1 activator	HIF act	GSK3A inh
CCOC(=O)CCNC(=O)N1CCCC(CCC(=O)N(C)CCc2ccccn2)C1 (stereo unspecified)	0	0	-4	-28	-4	-3	-21	0	-0.2	-2
COc1ccc(Nc2nccc(N(C)C)c2C#N)cc1	-2	1	10	-29	2	1	1	-2	-0.1	1
CC(NC(=O)COc1cc(=O)n(C)c2ccccc12)c1ccc2c(c1)OCCO2 (stereo unspecified)	1	2	1	17	4	1	-15	-6	-0.3	0
CSCCC(/C(O)=C(\C#N)c1nc2ccccc2[nH]1)N1C(=O)c2ccccc2C1=O (stereo unspecified)	·	-2	·	·	-2	·	-17	·	·	-1
c1ccc2cc(OCCN3CCCC3)ccc2c1	-4	-3	17	2	-4	0	-50	-16	-0.1	0
CN1CCN(C(=O)CCN2C(=O)S/C(=C/c3ccc(Cl)cc3)C2=O)CC1	3	9	16	-12	0	-1	-31	15	0.0	·
CC(C)c1ccc(S(=O)(=O)N2CCN(C(=O)C3CCCC3)CC2)cc1	8	3	31	11	2	-1	9	23	-0.1	-3
OC(CNc1ncnc2sccc12)c1ccccc1 (stereo unspecified)	7	-8	7	-97	1	1	-127	26	2.7	-4
CCCCOC(=O)CCc1c(C)[nH]c(=S)[nH]c1=O	6	1	6	-7	11	0	5	2	0.0	·
COc1ccc(C(=O)NNC(=O)c2ccccc2[N+](=O)[O-])cc1	5	1	21	-52	4	0	-36	9	1.8	-1
Cc1ccc(C(c2nnnn2CC2CCCO2)N2CCN(C)CC2)cc1 (stereo unspecified)	1	-1	-10	3	3	-3	-10	7	-1.2	2
Cc1c(NC(=O)C(C)N2C(=O)C3C4C=CC(C4)C3C2=O)c(=O)n(-c2ccccc2)n1C (stereo unspecified)	-4	1	12	22	7	3	-10	5	-0.2	1
Cc1nn(-c2ccccc2)nc1CNC(=O)C1CCC1	·	0	24	·	-1	1	0	·	·	-2
COc1ccc(OCC(=O)NNC(=O)c2cc3ccccc3o2)cc1	-3	2	9	-9	4	-1	-7	9	-4.2	0
Cc1cccc(OCCn2c(CCCO)nc3ccccc32)c1	1	0	5	-16	2	-1	3	23	0.5	-2
CC1(C)CC(=O)C=C(NCCc2ccc(S(N)(=O)=O)cc2)C1	-9	2	2	4	-2	0	-30	-1	-0.5	-2
